High-throughput results deposited in PubChem by several laboratories.
rCAG binder: binds r(CAG) RNA repeats. r(CAG) RNA repeat, TO-PRO-1 dye displacement fluorescence. inhibition, % at 3 µM. 1.3% of 370,000 active. AID 651821;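 active means inhibition above the plate cutoff, the mean of all test compounds on that plate plus 3 SD, cut at about 35% in these data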;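 further: 0% = DMSO alone and 100% = 100 µM mitoxantrone as full dye displacement; higher means more dye released from RNA so lower well fluorescence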
LEDGF integ inh: blocks HIV-1 LEDGF/p75-dependent DNA integration. 0.64% of 370,000 active. TR-FRET IN-LEDGF/p75 DNA integration, Eu/Cy5. AID 743269. inhibition, % at 3.7 µM;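 active means inhibition above the screen-wide mean plus 3 SD, cut at about 13% in these data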;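 further: signal is the Cy5 over europium emission ratio at 671 and 618 nm; 0% = plate median of compound wells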
PRMT1 FP inh: inhibitors of human PRMT1; 1.3% of 370,000 active; Q99873; inhibition, % at 2.79 µM; recombinant PRMT1, activity-based probe fluorescence polarization;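 active means inhibition above about 21% made by adding two undisclosed values, limit read from the data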
TCR CD3 inh: blocks the human TCR-CD3 interaction; TAMRA-labeled TCR probe fluorescence, biochemical; AID 651800; inhibition, % at 9.4 µM; 0.37% of 360,000 active; in the data active means inhibition above about 19%;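 further: recombinant mutant TCR 2C K166C tagged with TAMRA read by polarization; 0% = receptor in buffer alone and 100% = receptor with positive control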
PG9 binder: PG9 antibody binding by small molecule; TR-FRET gp120-PG9 antibody binding; inhibition, % at 6.7 µM; 0.43% of 360,000 active; AID 624416; in the data active means inhibition above about 8.5%
TDP2 absorb: TDP2 (human) inhibition, absorbance primary screen; recombinant TDP2, T5PNP hydrolysis, p-nitrophenol absorbance 415 nm; AID 720702; inhibition, % at 12.8 µM; 0.34% of 370,000 active;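 active means inhibition above the mean of all tested compounds plus 3 SD, set per campaign, cut at about 25% in these data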;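 further: 0% = DMSO with enzyme and 100% = buffer with substrate but no TDP2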
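Test system: human TDP2 enzyme; Input: 120 nM TDP2 per well; Buffer or medium: Mg2+-containing Tris-HCl buffer, pH 7.5; Reagent: 5 mM T5PNP; Dosing: 12.8 µM single point, 1% DMSO; Incubation: reaction 2 h, 37 °C; Detection: p-Nitrophenol epi absorbance; Read-out: % inhibition relative to enzyme-containing and enzyme-free wells; Replicates: single well per compound.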
SIAE inh: blocks human sialic acid acetylesterase | Q9HAT2 | SIAE FP-Rh probe binding, fluorescence polarization | inhibition, % at 9.66 µM | 0.69% of 370,000 active | AID 1053197;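 active means inhibition above a cutoff: mean of compounds within the control limits plus 3 SD of those, cut at about 17% in these data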;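 further: 0% = plate median of compound wells and 100% = probe without SIAE protein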
Target sequence (Q9HAT2 whole entry, looked up): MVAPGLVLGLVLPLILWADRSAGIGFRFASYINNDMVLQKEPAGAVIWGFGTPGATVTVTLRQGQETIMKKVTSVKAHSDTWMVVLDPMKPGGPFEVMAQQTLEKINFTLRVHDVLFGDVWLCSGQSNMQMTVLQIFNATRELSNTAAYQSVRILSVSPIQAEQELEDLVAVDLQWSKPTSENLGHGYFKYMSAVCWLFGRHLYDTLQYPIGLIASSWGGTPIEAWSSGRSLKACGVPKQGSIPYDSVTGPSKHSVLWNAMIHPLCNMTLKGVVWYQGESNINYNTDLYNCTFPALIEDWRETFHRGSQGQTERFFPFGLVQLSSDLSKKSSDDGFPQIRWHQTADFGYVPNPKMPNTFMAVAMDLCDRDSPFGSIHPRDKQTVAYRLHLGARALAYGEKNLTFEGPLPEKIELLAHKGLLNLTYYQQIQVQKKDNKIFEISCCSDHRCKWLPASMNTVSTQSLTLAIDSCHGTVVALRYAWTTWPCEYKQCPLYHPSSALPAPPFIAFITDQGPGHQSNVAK
NR1D1 modulator: modulators of human Rev-erb alpha DNA binding | Rev-erbα–FITC-DNA binding, fluorescence polarization, 90 min | activity, % at 10 µM | 0.79% of 370,000 active | AID 1259318;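 active means activity above about 14%, limit read from the data; passing the limit was not always enough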;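 further: 0% = DMSO wells with 35 nM protein and 100% = DMSO wells with 750 nM protein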
HTRA1 inhibitor: HTRA1 (human) protease inhibition | Q92743 | recombinant HTRA1, FP-rhodamine activity-based probe, fluorescence polarization | inhibition, % at 5.96 µM | 0.5% of 340,000 active; in the data active means inhibition above about 36%;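 further: 0% = enzyme with DMSO and 100% = wells lacking enzyme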
mABHD4 FP: inhibitors of mouse ABHD4; Q8VD66; purified mABHD4, FP-Rh probe fluorescence polarization; inhibition, % at 8.92 µM; 0.54% of 370,000 active;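 active means inhibition exceeding the mean over every tested compound plus 3 SD, cut at about 30% in these data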;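 further: 0% = plate median of compound wells and 100% = S159A mutant with DMSO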
Target sequence (Q8VD66 whole entry, looked up): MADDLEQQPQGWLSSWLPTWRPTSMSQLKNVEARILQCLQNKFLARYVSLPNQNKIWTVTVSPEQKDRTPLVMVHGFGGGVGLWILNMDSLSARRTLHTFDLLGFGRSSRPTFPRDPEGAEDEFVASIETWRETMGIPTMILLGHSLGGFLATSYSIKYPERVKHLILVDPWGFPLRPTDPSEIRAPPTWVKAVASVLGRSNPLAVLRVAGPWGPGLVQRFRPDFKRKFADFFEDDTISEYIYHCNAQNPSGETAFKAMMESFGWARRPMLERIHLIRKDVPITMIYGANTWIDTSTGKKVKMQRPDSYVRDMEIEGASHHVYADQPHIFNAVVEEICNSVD
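Material: mouse ABHD4 enzyme, wild type; Benchmarks: S159A mutant high control, sample median low control; Buffer or medium: HEPES pH 7.0, NaCl, Pluronic buffer; Signal: fluorescence polarization; Read-out: percent inhibition of probe binding, normalized to plate controls; Timing: pre-incubation 45 min, probe exposure 60 min, at 25 °C; Dosing: 8.92 µM, single dose.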
An asterisk follows results filed as active; · = not tested or not shown; & = joins results of further samples. Some of the compounds tested, so the mix of outcomes need not match the whole.

entry	structure	rCAG binder	LEDGF integ inh	PRMT1 FP inh	TCR CD3 inh	PG9 binder	TDP2 absorb	SIAE inh	NR1D1 modulator	HTRA1 inhibitor	mABHD4 FP
1	CC(C)[C@H](NC(=O)c1ccccc1)C(=O)OCC(=O)Nc1sccc1C(N)=O	5	6	0	7	0.5	-6	-8	0	-5	-5
2	CCC(NC(=O)C1CCCC1)c1ccccc1 (stereo not given)	-1	2	-1	3	-0.7	6	2	0	-5	-1
3	CC(C)c1c(C(=O)N/N=C/c2ccc(Cl)cc2Cl)nnn1-c1nonc1N	-1	0	-2	3	-1.4	-7	4	1	-7	3
4	Cc1nc2c(s1)sc1ccccc12	-2	-2	1	-5	1.1	3	3	3	-6	2
5	O=[N+]([O-])c1sccc1CS(=O)(=O)c1ccccc1	1	6	-9	5	-1.3	1	-3	3	4	1
6	CCCCOc1ccc(C2CCC(C(C)=O)C(C)C2)cc1 (stereo not given)	0	-3	-2	0	-1.4	7	-6	-8	-9	1
7	COc1ccc(-c2cc(C(=O)N3CCN(Cc4ccc5c(c4)OCO5)CC3)on2)cc1OC	-5	-4	0	10	-1.8	-4	-4	6	-6	-1
8	CC1CCCCC1NC(=O)C1CCC(CNS(=O)(=O)c2ccccc2)CC1 (stereo not given)	1	-4	6	-7	-1.5	4	-9	-3	-2	-1
9	Cc1csc(=O)n1CCC(=O)OCC(=O)NCc1ccccc1	4	1	-2	10	-1.3	2	6	-4	2	1
10	Cc1nnc(NC(=O)c2ccc3c(c2)NC(=O)CS3)s1	-1	1	1	-2	3.5	7	12	5	1	3
11	CS(=O)(=O)c1ccc(Nc2nc(C(N)c3ccccc3)cs2)cc1 (stereo not given)	1	0	-6	-2	0.7	5	12	2	·	-1
12	CCCCn1c(=O)c(CCC(=O)OCC(=O)NC(=O)NCCC(C)C)nc2ccccc21	-4	0	-3	8	0.3	3	2	-2	2	4
13	COc1cc2[nH]c(=S)nc(NCc3ccc(C)cc3)c2cc1OC	5	-5	7	-6	-0.6	0	5	-5	-6	1
14	Cc1ccc(CNC(=O)CCSCc2ccc(C)cc2)cc1	-6	0	-2	4	-2.6	-12	0	2	-15	-14
15	NC(=O)CC(NC(=O)c1ccccc1)c1ccc(NCC2CC2)c([N+](=O)[O-])c1 (stereo not given)	2	-2	-3	2	-1.9	6	0	13	-3	2
16	COc1cccc(NC(=O)Cn2nnc(C(=O)NCCc3ccccc3)c2N)c1	2	0	1	7	-2.5	8	-8	20*	-7	5
17	Cc1ccc2nc(N3CCN(C(=O)c4cccs4)CC3)c(C#N)cc2c1	7	1	6	-4	-0.6	2	-1	6	-26	0
18	CCOC(=O)c1c(NC(=O)CSc2ncn[nH]2)sc(C(=O)NC)c1C	5	-7	4	-6	0.6	-3	2	-1	-2	-11
19	NN=C1C(=O)c2cccc3cccc1c23	5	-1	4	-3	-2.7	3	-2	-3	1	2
20	CCc1cccc(-n2c(C)cc(O)cc2=O)c1	2	4	-1	-2	0.5	-9	5	6	·	4
21	CCOC(=O)C1C(=O)C=C(c2ccccc2)CC1c1ccccc1 (stereo not given)	-1	-3	3	-4	0.6	5	-5	-4	-10	-5
22	Cn1nc(C(C)(C)C)c([N+](=O)[O-])c1C(=O)Nc1cccc2ccccc12	-6	4	-3	-7	-1.8	-3	3	0	-22	-13
23	CCCCC(CC)C(=O)Nc1ccc(C)c(O)c1 (stereo not given)	-3	0	1	7	-0.7	-4	-1	4	-5	2
24	Oc1ccc(C[C@H]2CNC(=S)N2C[C@H]2CCCN2C[C@H](Cc2ccccc2)N2C[C@H](Cc3ccc(O)cc3)N(CCc3ccccc3)C2=S)cc1	18	4	2	6	2.0	3	-46	3	·	-38
25	C=CCN(c1ccccc1)S(=O)(=O)c1cccc(C(=O)Nc2nc3ccccc3[nH]2)c1	0	3	-3	10	2.2	-16	-6	0	-10	-2
26	C[C@H]1NC(=O)[C@]2(C)[C@@H](c3ccccc3)[C@H]3COc4ccccc4[C@@H]3N2C1=O	5	-2	9	3	-1.3	-6	4	0	9	-2
27	O=C(COC(=O)c1ccc(Cl)nc1)NCc1ccc2c(c1)OCO2	9	4	-3	1	2.1	-24	-1	-4	1	-6
28	O=C(C[n+]1cccc(CO)c1)Nc1nc2ccccc2s1	-1	4	-2	-3	-1.3	-8	-2	-2	2	2
29	O=C(OC(C(=O)NCc1cccs1)c1ccc(F)cc1)c1ccco1 (stereo not given)	2	2	1	-8	1.8	4	-3	-3	-5	-4
30	Cc1ccc(S(=O)(=O)Oc2ccccc2/C=C2/SC(=O)NC2=O)cc1	44*	-1	4	1	-0.4	6	-5	2	-12	-2
31	CC(=O)c1ccc(C#CC(C)(C)O)s1	-1	0	2	-3	0.3	-16	2	-8	0	0
32	COC(=O)CSC1=C(C#N)C(c2cccc(F)c2)CC(=O)N1 (stereo not given)	2	1	0	3	-2.5	5	5	1	4	-12
33	CNc1nc(C)c(C(=O)c2ccc(Cl)cc2)s1	-1	2	-2	-2	0.7	8	5	1	-1	-8
34	COc1ccc(C(C#N)N2CCOCC2)cc1 (stereo not given)	1	-2	0	-2	3.2	-1	1	0	-2	-7
35	Cc1cccc(S(=O)(=O)Nc2ccc(-n3c(C)nc4ccccc4c3=O)cc2)c1	4	0	1	9	0.1	3	0	-3	-7	4
36	C/C(=N\NC(=O)Cc1ccc(Cl)cc1)c1ccc(F)cc1	-4	2	1	8	-3.9	-13	-9	-4	-10	1
37	O=C(Nc1cc([N+](=O)[O-])ccc1N1CCCC1)c1ccco1	-2	-4	9	-5	-1.6	-12	-3	1	0	-3
38	COc1cccc(/C=N/NC(=S)Nc2cccc(C(=O)O)c2)c1O	5	-1	0	10	-4.0	7	7	-2	8	14
39	CC1=C(C(=O)N(C)C)CC(CC(=O)NC2CC2)C(=O)N1Cc1ccc(C(C)(C)C)cc1 (stereo not given)	-3	-2	3	-3	0.1	0	8	2	5	0
40	N#C/C(=C/c1ccc(F)cc1)c1nnc(NC(=O)c2ccccc2)s1	2	-1	1	-3	-2.2	-11	-15	-13	-2	-3
41	COCCNC(=O)c1ccc(CS(=O)(=O)c2ccc(C)cc2)o1	2	-1	1	6	-1.0	2	1	3	3	4
42	CC1(C(=O)NC2CCc3ccccc32)CCN1CCc1ccccc1 (stereo not given)	-3	0	2	-4	0.0	-4	-6	0	·	-4
43	O=c1cc(-c2cccc(Br)c2)oc2cccc(O)c12	4	3	-3	1	-1.0	-1	7	-3	-5	5
44	O=[N+]([O-])c1ccccc1/C=C/C=N/Nc1nc(N2CCCCC2)nc(N2CCCCC2)n1	0	2	-1	6	-1.9	-2	3	3	-6	0
45	N=c1c(C(=O)NCc2ccco2)cc2c(=O)n3ccccc3nc2n1Cc1ccccc1	7	4	-1	3	0.8	2	-7	-6	15	4
46	COc1cc(SC)ccc1C(=O)OCC(=O)NCCNC(=O)COC(=O)c1ccc(SC)cc1OC	-8	-4	5	1	0.7	-5	6	1	7	5
47	C/C(Cc1ccccc1)=N\NC(=O)CNC(=O)/C=C\c1ccccc1	-1	-3	-1	-4	1.1	-2	-3	-3	·	3
48	O=C(NNC(=S)NC(=O)c1ccccc1)c1ccc([N+](=O)[O-])cc1	6	-2	-1	6	1.0	-4	-1	-3	5	9
49	C=CCNc1nc(C(=O)OCC)nc2ccccc12	3	2	-2	2	-2.8	1	9	-5	-3	-4
50	CCn1c(=O)c2cc(C(=O)NC(C)C)sc2c2ccccc21	-2	4	1	6	0.8	0	-4	-2	3	-1

Other results follow.
entry	structure	rCAG binder	LEDGF integ inh	PRMT1 FP inh	TCR CD3 inh	PG9 binder	TDP2 absorb	SIAE inh	NR1D1 modulator	HTRA1 inhibitor	mABHD4 FP
51	CCCCC(=O)Nc1c(-c2cccc(OC)c2)c(=O)c2ccccc2n1C	2	-9	7	-4	0.0	-10	-2	-4	3	9
52	O=C(OCc1cn(Cc2ccccc2F)nn1)N1CCCC1	3	-2	0	·	·	0	3	-4	·	4
53	O=C(O)c1ccc2c(c1)C(=O)N(CCc1ccccc1)C2=O	-2	-5	2	-8	0.7	2	-3	7	2	4
54	O=C(O)c1ccc(NS(=O)(=O)c2cc(Cl)ccc2Cl)cc1O	6	2	5	8	1.0	29*	-1	1	-1	0
55	Cc1cc(C(C)(C)CC(C)(C)C)ccc1OCCOCC[N+](C)(C)Cc1ccccc1	10	0	0	5	1.3	-14	3	-2&2	25	36*
56	CCOc1cccc(CN2CCC(n3nccc3NC(=O)C3CCCC3)CC2)c1	-8	-6	-1	-1	-0.7	-10	2	-1	-4	-2
57	C=CCNC(=O)NC[C@@]1(C(=O)OC)CC(=O)N(C)[C@@H]1c1ccccc1	2	2	-5	·	·	-2	0	2	·	0
58	C=CCOC(=O)Nc1snnc1C	-2	0	0	0	-0.8	-1	4	1	-2	0
59	O=C(Nc1ccc(F)cc1)N1CCN(c2ccc3nnc(-c4ccc(F)cc4)n3n2)CC1	3	-1	2	-3	-0.1	-2	-1	-12	-28	-16
60	Cc1cc([N+](=O)[O-])c(-c2ccc(/C=N/n3cnnc3)o2)cc1Cl	7	1	-1	-4	-1.1	1	10	6	3	3
61	CCn1c(SCC(=O)N2c3ccccc3Sc3ccccc32)nc2c1c(=O)n(C)c(=O)n2C	3	1	-2	-4	-1.2	4	-1	-1	2	1
62	CC(C)C(=O)N1CCN(c2ccccc2NC(=O)c2cc([N+](=O)[O-])ccc2N2CCOCC2)CC1	0	-4	4	-1	0.0	-9	4	-5	9	-10
63	O=C(NCc1ccccc1)c1cccc(Br)n1	9	-3	3	-4	-0.6	-4	5	1	-1	1
64	Cc1cc2nc(-c3cccc(Cl)c3)c(Cc3cccc(Cl)c3)n2c(C)c1Br	35*	-2	-3	2	-1.4	6	-5	4	·	-68
65	COc1ccc(N(CC(=O)N2CCOCC2)S(C)(=O)=O)cc1Cl	-2	-1	1	9	-0.1	2	2	-5	9	6
66	C=CCn1c(COc2ccc(F)cc2)nnc1SCC(=O)NC1CC1	-2	-1	-1	8	0.5	0	-11	0	1	2
67	COc1ccc(Nc2nc(N)c([N+](=O)[O-])c(N3CCCC3)n2)cc1	1	3	1	6	-1.3	10	6	-6	12	-1
68	Cn1c(CCN2CCCCC2)nc2cc(NS(=O)(=O)c3ccccc3)ccc21	-2	0	2	-2	0.1	6	1	-4	-1	-2
69	COc1ccc(C(=O)OCc2c(C)noc2C)cc1	-5	0	-2	8	0.5	14	-1	9	-3	-5

Reprinted at random: two entries already listed, in no set order.
entry	structure	rCAG binder	LEDGF integ inh	PRMT1 FP inh	TCR CD3 inh	PG9 binder	TDP2 absorb	SIAE inh	NR1D1 modulator	HTRA1 inhibitor	mABHD4 FP
67	COc1ccc(Nc2nc(N)c([N+](=O)[O-])c(N3CCCC3)n2)cc1	1	3	1	6	-1.3	10	6	-6	12	-1
64	Cc1cc2nc(-c3cccc(Cl)c3)c(Cc3cccc(Cl)c3)n2c(C)c1Br	35*	-2	-3	2	-1.4	6	-5	4	·	-68
